Bioassay records from PubChem.
Efflux pump mplx = inhibitors of Candida antifungal efflux pumps expressed in yeast | inhibition, % at 10 µM | S. cerevisiae Candida pump triplex, Nile Red efflux | 330,000 tested, 0.44% active;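 active = plate passing quality check with inhibition over a set limit, or well fluorescence over plate mean plus 4 SD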;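 note: Nile Red retained in pooled yeast measured as flow cytometry median fluorescence; 0% = buffer negative control and 100% = Enniatin B positive control; higher means more Nile Red kept so more efflux inhibition; some compounds called inactive have numbers as strong as hits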
GRK2 aptamer HTS = inhibitors of human GRK2 displacing RNA aptamer; P25098; bead flow cytometry, FAM-aptamer displacement from GRK2; inhibition of aptamer binding, % at 10 µM; 330,000 tested, 0.59% active;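 active = inhibition of aptamer binding above 40%, roughly 3 SD of noise, on plates passing a quality check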;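 note: median bead fluorescence of bound FAM aptamer so fluorescent compounds give negative values; no value below 0 was filed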
MCL1 BIM primary = inhibitors of human MCL1 binding to BIM-BH3 peptide; Q07820; GST-MCL1 / FITC-Bim-BH3 fluorescence polarization; inhibition, % at 10.9 µM; 320,000 tested, 0.68% active;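 active = inhibition above the mean inhibition of all tested compounds plus 3 SD, set per campaign, cut at about 40% in these data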;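 note: 0% = DMSO wells and 100% = unlabeled Bim-BH3 peptide control; higher means more loss of mP so more displacement of Bim peptide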
Target sequence (Q07820 whole entry, looked up): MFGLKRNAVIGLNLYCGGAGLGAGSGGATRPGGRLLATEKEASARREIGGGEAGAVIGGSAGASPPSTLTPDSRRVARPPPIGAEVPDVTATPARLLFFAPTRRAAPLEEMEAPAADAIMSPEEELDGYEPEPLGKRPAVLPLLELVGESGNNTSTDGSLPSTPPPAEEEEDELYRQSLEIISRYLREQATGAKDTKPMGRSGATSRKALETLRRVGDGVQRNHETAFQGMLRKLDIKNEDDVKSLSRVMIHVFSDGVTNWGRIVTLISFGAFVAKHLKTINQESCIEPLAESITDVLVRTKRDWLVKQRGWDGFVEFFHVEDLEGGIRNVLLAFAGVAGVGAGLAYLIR
GLD-1 TGE inh = GLD-1-TGE RNA interaction inhibition (C. elegans); Q17339; purified GLD-1 + fluorescein TGE RNA, fluorescence polarization; inhibition, % at 5.96 µM; 320,000 tested, 0.44% active;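 active = percent inhibition above a per-plate cutoff, the plate mean of test compounds plus 3 SD, cut at about 30% in these data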;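 note: 0% = DMSO wells with GLD-1 and probe and 100% = wells lacking GLD-1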
BCLXL inh = blocks human Bcl-xL binding to Bim BH3 peptide. 320,000 tested, 0.7% active. inhibition, % at 10.9 µM. AID 2129. GST-Bcl-xL / FITC-Bim BH3 peptide fluorescence polarization;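 active = inhibition above the mean of all tested compounds plus 3 SD, cutoff set per campaign, cut at about 30% in these data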;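 note: 0% = DMSO wells and 100% = unlabeled Bim-BH3 peptide competitor; inhibitors lower millipolarization by displacing the labeled peptide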
Target sequence (Q07817 whole entry, looked up): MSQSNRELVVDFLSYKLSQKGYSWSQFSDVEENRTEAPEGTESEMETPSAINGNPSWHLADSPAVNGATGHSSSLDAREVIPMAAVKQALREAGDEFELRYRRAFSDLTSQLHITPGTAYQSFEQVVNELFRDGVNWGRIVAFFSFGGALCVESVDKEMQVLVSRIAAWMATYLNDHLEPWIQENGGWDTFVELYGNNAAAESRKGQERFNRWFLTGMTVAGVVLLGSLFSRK
VLA-4 inh = inhibition in a human VLA-4 binding assay; inhibition, % (about 7 µM as worked out from the volumes in the protocol); AID 2557; VLA-4 expressing cells, ligand binding flow cytometry; P13612; 330,000 tested, 0.2% active; in the data active = inhibition above about 50%
PME-1 primary = blocks human protein phosphatase methylesterase 1. Q9Y570. inhibition, % at 5.9 µM. 320,000 tested, 0.53% active. AID 2130. recombinant PME-1, FP-Rh probe fluorescence polarization;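 active = inhibition above the campaign mean of all compounds plus 3 SD, cut at about 26% in these data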;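 note: competitive labeling of PME-1 active site by serine hydrolase directed probe; 0% = PME-1 with DMSO and 100% = wells lacking PME-1 enzyme; inhibitors block probe labeling so polarization falls and inhibition rises; many of its hits are not listed in these tables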
Target sequence (Q9Y570 whole entry, looked up): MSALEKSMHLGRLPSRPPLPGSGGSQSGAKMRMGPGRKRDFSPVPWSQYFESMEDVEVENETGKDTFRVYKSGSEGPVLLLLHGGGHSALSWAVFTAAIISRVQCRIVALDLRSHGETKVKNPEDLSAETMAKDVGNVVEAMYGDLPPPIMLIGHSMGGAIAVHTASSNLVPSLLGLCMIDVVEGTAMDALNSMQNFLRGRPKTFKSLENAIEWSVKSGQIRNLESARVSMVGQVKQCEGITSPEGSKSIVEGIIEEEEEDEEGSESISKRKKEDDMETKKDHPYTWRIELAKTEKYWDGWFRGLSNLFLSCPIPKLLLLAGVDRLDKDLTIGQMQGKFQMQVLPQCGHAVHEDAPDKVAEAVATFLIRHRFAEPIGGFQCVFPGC
MEX-5 binding = C. elegans MEX-5 TCR-2 RNA binding activity; Q9XUB2; MEX-5/FITC-TCR2 RNA binding, fluorescence polarization; stronger effect = lower value; activity score (negative = inhibition of binding), % at 10 µM; 300,000 tested, 0.38% active; AID 1832;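 active = inhibition past about -25% in most replicates, and total fluorescence under double the plate's negative control median, limit read from the data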;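 note: 0% = DMSO and -100% = 5 µM competing unlabeled TCR2 RNA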
Fam108B counter = blocks mouse Fam108B hydrolase in RBBP9 counter-screen; recombinant Fam108B, FP-Rh probe fluorescence polarization; inhibition, % at 9.51 µM; 300,000 tested, 0.33% active;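 active = inhibition above the screen mean inhibition plus 3 SD, computed separately per campaign, cut at about 18% in these data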;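 note: inhibitors lower polarization as less probe binds the enzyme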
Active calls of the source: *; · = not tested or not shown. Some of the compounds tested; count on the stated rates, not on these rows.

SMILES,Efflux pump mplx,GRK2 aptamer HTS,MCL1 BIM primary,GLD-1 TGE inh,BCLXL inh,VLA-4 inh,PME-1 primary,MEX-5 binding,Fam108B counter
Cc1ccc2c(c1)c(C)c(C)n2CC(O)Cn1nc(C)c(Br)c1C (stereo not given),-0.1,0.0,-0.6,2.4,4.9,26.2,12.5,1.6,3.5
Cc1ccc(-c2ccccc2NC(=O)CS(=O)CC(=O)Nc2ccc(C)c(Cl)c2)o1 (stereo not given),-0.3,0.0,140.6*,140.1*,119.1*,-33.3,44.6*,-3.9,-0.2
CS(=O)(=O)N(CC(=O)N1CCCCC1)c1ccc(Cl)c(C(F)(F)F)c1,0.0,1.0,4.3,5.4,-2.9,3.7,6.3,-0.4,-4.9
Fc1ccc(/C=N/n2c(-c3cccs3)n[nH]c2=S)cc1,0.1,3.0,-16.6,-0.1,-30.6,17.5,-1.4,0.1,3.5
O=C(c1ccc(-c2ccc(Cl)cc2)o1)N1CCN(S(=O)(=O)c2cccs2)CC1,0.1,0.0,3.6,-0.6,1.1,7.4,-0.5,·,·
O=C(CNC(=O)C(c1ccccc1)c1ccccc1)N/N=C\c1cccc(O)c1,0.5,4.0,5.4,4.1,0.8,-0.5,-0.5,0.4,-3.4
CCOC(=O)C1NN=C(C(=O)c2ccccc2)C1c1ccc(Cl)cc1 (stereo not given),0.1,12.0,5.5,2.9,2.4,7.0,4.8,0.6,0.4
CCOC(=O)CN(C(=O)COc1ccc2c(C)cc(=O)oc2c1)c1ccc(OCC)cc1,0.0,4.0,7.5,5.0,6.1,-1.4,2.2,1.2,-2.8
CCCSC1=C(C#N)C(c2ccccc2C)CC(=O)N1 (stereo not given),-0.1,0.0,-1.7,8.1,-9.7,-0.6,-2.0,1.5,2.6
CC(C)c1ccc(NC(=O)COC(=O)CSc2nnc(N)s2)cc1,0.2,0.0,-6.5,-0.6,7.0,-2.9,4.3,1.5,1.7
OCCC1CN(C2CCSCC2)CCN1C1CCCC1 (stereo not given),0.0,0.0,-0.4,-0.8,-2.5,9.8,-3.7,0.0,-2.3
CN(Cc1cccnc1)C(=O)c1ccc2nc(Cc3ccccc3F)oc2c1,-0.1,5.0,3.2,3.7,2.7,9.6,-1.9,0.1,-4.4
COc1cc(C)c(NC(=O)c2cc(C3CC3)nc3c2cnn3C(C)C)cc1OC,0.0,6.0,-9.1,-4.8,-3.1,-1.0,3.1,·,·
COc1cc(OC)nc(Oc2ccccc2C(=O)Oc2ccc(F)cc2Cl)n1,0.0,5.0,-0.6,0.6,1.2,11.4,-7.5,2.8,-5.0
COc1ccc(N2C(=O)c3ccccc3NC2c2ccccc2O)cc1 (stereo not given),0.1,1.0,4.5,4.1,0.6,9.0,-3.9,1.1,1.6
O=C(CN1C(=O)C2C3CCC(C3)C2C1=O)Oc1ccc2ccccc2c1 (stereo not given),5.5*,0.0,-4.7,2.2,-1.9,39.9,-6.9,2.1,1.6
O=[N+]([O-])c1ccc2c(c1)OCCOCCOCCOCCOCCOCCO2,-0.1,0.0,-11.3,0.6,0.0,-0.4,3.5,0.2,3.4
Cc1ccccc1CN1CCCNC1=O,0.2,0.0,-8.8,2.0,-5.0,-11.5,-1.9,1.3,4.0
CC12CCC(C(=O)NNc3ccccc3)(OC1=O)C2(C)C (stereo not given),0.0,1.0,1.8,6.3,-2.7,2.9,-2.9,4.4,-1.6
COC(=O)c1ccc(NC(=S)NC2c3ccccc3CC2O)cc1 (stereo not given),0.0,3.0,4.0,-2.7,7.7,0.5,1.9,0.9,4.8
Cc1ccc(NC(=O)CNc2ccc(OC(C)C)cc2)cc1,0.1,3.0,5.1,3.9,7.9,18.1,3.6,0.1,4.4
Cc1nc2ccccn2c1-c1ccnc(SCc2ccc(Cl)cc2)n1,0.6,2.0,-1.2,-6.8,2.7,0.1,-14.7,-1.9,-9.8
CCN(CC)CCN(Cc1cc2cc3c(cc2[nH]c1=O)OCCO3)C(=S)NCC1CCCO1 (stereo not given),0.2,0.0,-3.8,-3.3,-4.1,7.6,-6.3,-1.4,-6.9
Cc1cc(NC(=O)CCCN2C(=O)c3cccnc3C2=O)ccc1Br,0.0,2.0,-2.4,-3.2,-5.0,6.5,10.4,-1.0,3.5
COc1ccc(NC(=O)c2ccccc2C)c(OC)c1,-0.1,0.0,2.3,5.8,4.2,-9.2,3.1,-2.9,-1.8
COc1cccc(C2CC(=O)Nc3n[nH]c(-c4ccccc4)c32)c1OC (stereo not given),0.0,0.0,0.5,0.3,5.1,5.2,4.5,-0.7,-0.4
CC(C)OC(=O)CSc1ncnc2c1cnn2Cc1ccccc1,0.0,1.0,11.5,6.2,2.2,-0.4,6.7,-1.8,0.6
Cc1cccc(-c2noc(CCCC(=O)N3CCOCC3)n2)c1,0.2,2.0,-2.8,3.0,-3.8,6.4,-7.7,·,-0.7
Cc1cccc(N2CCN(C(=O)/C=C/c3cccs3)CC2)c1C,-0.1,1.0,2.8,1.7,-1.6,2.2,1.2,-3.4,2.1
Cn1cc(CN2CCN(c3ncccn3)CC2)c(-c2cccc(Cl)c2)n1,-0.1,1.0,2.0,0.1,5.3,-4.0,2.9,2.3,-1.4
COc1ccc(OC)c(CCNC(=O)CCCc2nnc3n(C)c(=O)c4sccc4n23)c1,0.0,0.0,6.1,0.4,5.6,-0.5,-0.8,0.9,-6.0
CC(C)(C)n1nc2c(c1NC(=O)Cc1cccs1)CSC2,0.2,8.0,-3.0,-4.4,-0.6,-8.5,-4.4,2.9,-3.7
Cc1ccc(S(=O)(=O)CCC(=O)Nc2cccc(C)c2)cc1,0.1,0.0,-0.2,-1.9,0.1,1.1,-1.3,1.5,4.5
O=S(=O)(c1ccc(F)cc1)N1CC=C(c2ccccc2)CC1,-0.1,0.0,-1.8,0.6,0.6,14.9,5.3,1.1,-2.5
CCC(=O)N1CCN=C1SCc1cccc(C(F)(F)F)c1,-0.1,0.0,-0.9,0.4,0.6,0.2,2.7,2.2,1.0
COc1ccc(NC(=O)CSc2nc(SC)ns2)cc1,0.1,0.0,-1.4,-1.4,-4.2,11.2,1.3,2.5,7.2
CCC(C)NC(=O)CSc1nnc(-c2c[nH]c3ccccc23)o1 (stereo not given),0.1,2.0,0.7,2.6,0.6,9.3,2.1,2.7,-10.7
c1ccc2[nH]c(NN=C3CCCCCC3)nc2c1,0.2,1.0,7.9,-11.6,3.7,0.0,-18.6,2.1,0.8
COc1cc(/C=C(\C#N)C(=O)Nc2cccnc2)ccc1OC(C)C,-0.4,0.0,-0.2,4.2,8.5,-4.4,-3.4,·,2.9
CCc1ccccc1N(CC(=O)NC1CCCCC1)C(=O)CCCC(=O)Nc1ccccn1,0.1,0.0,1.9,9.9,-5.0,0.5,-4.7,-0.7,-1.1
Cc1ccc(C(=O)NC(=S)/C=C2\N(C)c3ccccc3C2(C)C)cc1,1.3,3.0,-5.0,-11.3,3.6,-101.1,-2.0,2.5,-0.6
O=C(N/N=C/c1cccs1)C1CC(=O)N(c2ccccc2)C1 (stereo not given),-0.2,0.0,14.4,-4.7,6.4,16.5,-5.4,2.4,-0.4
Cc1ccc(N2C(=O)CCC(C(=O)O)C2c2cccs2)cc1 (stereo not given),0.0,4.0,2.8,1.4,1.2,12.0,-0.7,-2.3,-2.3
O=C(Nc1ccc(Cl)cc1)N(Cc1cccs1)Cc1cccs1,-0.4,3.0,5.3,2.7,4.4,6.9,-7.0,3.6,-5.0
O=C(CN1CCOCC1)Nc1ccccc1Sc1ccccc1,0.1,2.0,-0.9,3.6,7.8,26.4,9.4,1.3,1.6
COc1ccc(CNC(=O)C/C(C)=N/NC(=O)C23CC4CC(CC(C4)C2)C3)cc1,0.5,1.0,6.8,3.9,4.5,6.1,-1.1,-0.2,2.8
COC(=O)c1c(NC(=O)c2ccc(C)c(S(=O)(=O)Nc3ccccc3C)c2)sc2c1CCCC2,-0.1,0.0,2.7,4.8,-1.7,-2.0,0.5,0.3,-3.9
CC(C)Cc1ccc(CN2CCCC(NC(=O)c3cnc4ccccn4c3=O)C2)cc1 (stereo not given),-2.8,0.0,9.9,7.2,5.0,6.3,0.6,-1.1,-1.9
CCN(CC)CCNC(=O)c1ccc(NC(=O)Cc2ccsc2)cc1,0.0,0.0,4.8,-4.8,2.5,5.9,-1.9,3.6,-0.2
CC(C)(C)c1ccc(S(=O)(=O)N2CCN(CC(O)CN3CCOCC3)CC2)cc1 (stereo not given),0.1,0.0,·,-7.0,·,5.4,·,·,·
COc1cc(C)c(S(=O)(=O)N2CCCC2)cc1C(C)C,-0.3,0.0,-0.4,0.5,3.4,16.9,6.7,-0.2,3.2
Cc1noc(C)c1C(=O)N(CC(C)C)c1nc2ccccc2s1,0.1,0.0,-0.5,2.3,-0.7,6.9,-0.3,0.8,5.0
Cn1c(=O)oc2cc(S(=O)(=O)N3CCc4ccccc4C3)ccc21,-0.4,1.0,0.9,4.8,-0.9,7.3,3.0,·,-1.0
CCCCC1=CC2=C(c3ccco3)C(=O)C(C)(OC(=O)c3ccc(OC)cc3)C(=O)C2=CN1CCCN(CC)CC (stereo not given),-0.1,1.0,53.3*,33.9*,49.3*,-9.8,5.7,-0.4,0.1
O=c1[nH]nc(SCCS(=O)(=O)c2ccc(F)cc2)n1-c1ccc2c(c1)OCCO2,0.0,1.0,-9.0,7.2,-4.1,2.6,2.1,1.9,0.3
Cc1ccc(COC(=O)c2nn(C)c(=O)c3ccccc23)cc1,-0.2,1.0,2.0,-3.7,2.0,-1.1,-4.8,-2.4,-1.4
C=CCC(CC)C(=O)NC(=O)N1CCCc2ccccc21 (stereo not given),0.1,1.0,-2.1,3.2,5.6,-1.2,-1.5,0.3,-0.3
O=C(c1cn(-c2ccccc2)nc1-c1cccs1)N1CCN(c2ccc(F)cc2)CC1,0.1,0.0,-1.1,3.0,4.2,4.8,-3.9,-1.7,-2.9
O=C(CN1CCCCC1)Nc1ccccc1Oc1ccccc1,0.1,0.0,-2.6,11.9,-9.2,4.1,-6.0,·,-3.8
Cc1ccccc1NC(=O)NCCCN1CCN(c2ccccc2)CC1,0.2,0.0,-4.5,-1.4,6.0,3.1,0.4,-1.1,-1.8

More structures:
SMILES,Efflux pump mplx,GRK2 aptamer HTS,MCL1 BIM primary,GLD-1 TGE inh,BCLXL inh,VLA-4 inh,PME-1 primary,MEX-5 binding,Fam108B counter
COC(=O)c1ccc(N2CCN(C)CC2)c(NC(=O)COc2ccc(C)cc2)c1,-0.1,1.0,-0.9,8.3,3.8,29.6,-0.1,-0.6,-1.9
COc1ccc(C2c3c(ncn(Cc4ccco4)c3=N)Oc3ccc4ccccc4c32)cc1 (stereo not given),1.4,0.0,2.5,-3.1,2.8,32.3,-55.6,0.2,-21.4
O=C(Nc1cccc(Cl)c1Cl)c1ccccc1OCC(=O)N1CCOCC1,0.1,0.0,-3.3,7.9,5.5,7.6,-1.7,-1.4,-4.7
CCOc1cc(C(N)=O)cc(OCC)c1OCC,-0.1,0.0,1.8,-2.5,6.1,-7.4,-6.2,2.9,4.3
